From PubChem
Pol beta inh: qHTS Assay for Inhibitors of DNA Polymerase Beta | P06746 | Pol beta primer extension/strand displacement, fluorescence kinetic | Potency, µM (series often up to 114 µM), inactives show at the top dose activity change, negative = inhibition, usual class: inhibitors | actives 1.3% (n = 340,000) | AID 485314, 2010; also: potency is read from the fitted curve at half-maximal effect; % is scaled to controls: 0 for no effect and ±100 for the full control effect
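Enzyme-only controls used 10 nM Pol beta; buffer lacking enzyme served as negative control. Compound preincubated 15 min, then 50 nM substrate added; 0 and 10 min reads at room temperature.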
Pol eta inh: qHTS for Inhibitors of Polymerase Eta; actives 1.2% (n = 390,000); recombinant Pol eta, fluorescent DNA replication assay; AID 588591, 2011; Potency, µM (series often up to 114 µM), for inactives: top-dose activity change, negative = inhibition, hits mostly inhibitors; also: potency is read from the fitted curve at half-maximal effect; % is scaled to controls: 0 for no effect and ±100 for the full control effect
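Pol eta (10 nM) was preincubated with compounds for 15 min at room temperature, after which fluorescent replication substrate (50 nM final) was added to start the reaction. Fluorescence was read kinetically at 0 and 10 min.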
ALOX12 inh: Primary qHTS assay for inhibitors of human arachidonate 12S-lipoxygenase (ALOX12): Round 2; Potency, µM (doses to about 108 µM), for the others: top-dose activity change, negative = inhibition, actives largely listed as inhibitors; actives 1.1% (n = 580,000); purified 12hLO, xylenol orange hydroperoxide absorbance; Polyunsaturated fatty acid lipoxygenase ALOX12 (Homo sapiens), P18054; also: potency is read from the fitted curve at half-maximal effect; % is scaled to controls: 0 for no effect and ±100 for the full control effect
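Hydroperoxide product was detected by ferrous iron/xylenol orange as the 573 to 405 nm absorbance ratio. Arachidonic acid at 40 uM (final) was turned over for 30 min at room temperature by 150 nM human 12hLO, pH 7.0 Hepes buffer, after 15 min compound preincubation.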
RGS4 inh: Inhibitors of Regulator of G Protein Signaling (RGS) 4: qHTS; Transcreener GDP fluorescence polarization, RGS4-accelerated GTP hydrolysis; Potency, µM (doses to about 114 µM), for inactives: at the top dose activity change, negative = inhibition, most hits filed as inhibitors; actives 0.039% (n = 390,000); AID 504845, 2011; also: potency is read from the fitted curve at half-maximal effect; % is scaled to controls: 0 for no effect and ±100 for the full control effect; nearly all actives have a fitted effect of over 75% in size; some results filed as inactive show a strong effect at the top dose
Target sequence (P49798 whole entry, looked up): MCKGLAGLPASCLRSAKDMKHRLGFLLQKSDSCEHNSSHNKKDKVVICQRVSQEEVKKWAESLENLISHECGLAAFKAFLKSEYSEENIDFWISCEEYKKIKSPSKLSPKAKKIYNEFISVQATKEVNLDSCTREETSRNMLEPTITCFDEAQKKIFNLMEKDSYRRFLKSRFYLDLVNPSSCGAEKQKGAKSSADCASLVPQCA
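MLSMR compounds (23 nl, pin-transferred) preincubated 10 min at room temperature with a 500nM (2x) first reagent, then RGS4 at 900nM (2x) plus Transcreener GDP mix added; fluorescence polarization (620/688 nm) read before and after 90 min at 30 °C.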
ERG-DNA inh: qHTS for Small Molecule Inhibitors of the ERG Ets/DNA interaction. Transcriptional regulator ERG (Homo sapiens), P11308. fluorescence polarization, His-ERG Ets domain / labelled DNA. Potency, µM (highest dose often 76.9 µM), without a hit: top-dose FP activity, negative = inhibition, most hits filed as inhibitors. actives 0.028% (n = 370,000). AID 624246, 2012; active = well fitted inhibition curve with a large enough effect in the polarisation, with a control signal flat; inconclusive = small, poorly fitted or top-dose-only effect, or effect the other way, or a change in a side signal; inactive = no such curve, though single readings can be large or run the other way; the % refers to the polarisation;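 also: polarization taken with two DNA probes labelled with fluorescein and Texas red; potency is read from the fitted curve at half-maximal effect; % of control where 0% means no effect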
Target sequence (P11308 whole entry, looked up, the tested form may be a part): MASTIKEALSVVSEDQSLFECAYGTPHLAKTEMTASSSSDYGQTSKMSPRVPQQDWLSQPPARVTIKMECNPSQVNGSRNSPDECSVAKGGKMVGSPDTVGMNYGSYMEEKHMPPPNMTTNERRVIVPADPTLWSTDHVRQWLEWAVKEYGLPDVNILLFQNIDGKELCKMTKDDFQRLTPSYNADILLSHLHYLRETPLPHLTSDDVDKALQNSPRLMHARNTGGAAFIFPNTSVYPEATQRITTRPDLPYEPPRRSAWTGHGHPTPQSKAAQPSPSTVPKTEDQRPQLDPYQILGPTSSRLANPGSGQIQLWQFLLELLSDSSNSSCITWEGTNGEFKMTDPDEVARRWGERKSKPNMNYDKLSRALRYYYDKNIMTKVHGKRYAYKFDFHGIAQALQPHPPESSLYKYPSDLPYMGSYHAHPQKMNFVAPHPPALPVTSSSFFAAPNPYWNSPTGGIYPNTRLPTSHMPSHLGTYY
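His-tagged ERG Ets domain (1 uM in the protein solution; 300mM KCl, 50mM Tris-HCl, 1mM EDTA, 1mM DTT, pH 7.5) received compound, then a probe mix of 5 nM fluorescein-DNA and 100nM Texas-615-DNA. Fluorescence polarization was read for both dyes.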
Apoferritin bind: qHTS Assay for Identification of Novel General Anesthetics | Potency, µM (series often up to 77.5 µM), without a hit: top-dose activity change, negative = displacement, most hits filed as inhibitors | actives 0.074% (n = 350,000) | apoferritin/1-aminoanthracene competitive binding, fluorescence | Ferritin light chain (Equus caballus), P02791; also: potency is read from the fitted curve at half-maximal effect; % is scaled to controls: 0 for no effect and ±100 for the full control effect; nearly all actives have a fitted effect of over 20% in size
Target sequence (P02791 2-175 limits assumed): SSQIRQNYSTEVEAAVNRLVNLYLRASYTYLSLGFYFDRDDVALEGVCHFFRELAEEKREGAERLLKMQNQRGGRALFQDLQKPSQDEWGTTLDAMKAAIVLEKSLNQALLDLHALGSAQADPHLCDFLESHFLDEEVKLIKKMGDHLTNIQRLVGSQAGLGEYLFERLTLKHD
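Apoferritin-based anesthetic binding model; compound displacement of fluorescent 1-AMA measured as endpoint fluorescence after 10 minutes at room temperature, scaled to free-ligand and complex controls.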
POLK inh: qHTS for Inhibitors of Polymerase Kappa; purified Pol kappa, fluorescent DNA synthesis assay, 10 min; Potency, µM (doses to about 107 µM), for inactives: top-dose activity, negative = inhibition, most hits filed as inhibitors; actives 0.53% (n = 400,000); AID 588579, 2011; also: potency is read from the fitted curve at half-maximal effect; % is scaled to controls: 0 for no effect and ±100 for the full control effect
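Kinetic fluorescence screen: compound preincubated 15 min RT with 10 nM enzyme; 50 nM substrate (final) initiates; reads at 0/10 min.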
APE1 inh: qHTS Assay for Inhibitors of the Human Apurinic/apyrimidinic Endonuclease 1 (APE1); DNA repair nuclease/redox regulator APEX1 (Homo sapiens), P27695; AID 2517, 2012; Potency, µM (highest dose often 65.8 µM), without a hit: top-dose activity change, negative = inhibition, actives largely listed as inhibitors; actives 0.35% (n = 350,000); recombinant APE1, TAMRA/BHQ-2 abasic DNA cleavage fluorescence;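 also: potency is read from the fitted curve at half-maximal effect; plate controls were vehicle for no effect and reference inhibitor for full effect; nearly all actives have a fitted effect of over 55% in size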
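Readout is kinetic fluorescence (ex 525, em 598 nm) from cleavage of 50 nM TAMRA/BHQ-2 THF abasic duplex by 0.75 nM APE1, compound added 15 min beforehand at RT.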
LDHA inh: qHTS assay for inhibitors of human lactate dehydrogenase. L-lactate dehydrogenase A chain (Homo sapiens), P00338. purified LDHA, NADH/diaphorase-resazurin fluorescence; stronger effect = lower value. activity change, % (values are at about 110 or 230 µM). actives 0.15% (n = 480,000). AID 1347041, 2019; in the data active = activity change below about -30%; inconclusive = mostly about -25% to -30%;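 also: plate controls were DMSO wells for no effect and wells without enzyme for full effect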
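Human LDH5 at 2 nM final in Tris HCl pH 7.4 with 0.06 mM NADH and 0.2 mM pyruvate, reacted 5 minutes at room temperature. Remaining NADH coupled via diaphorase/resazurin; resorufin fluorescence read at 0 and 20 minutes, normalized to enzyme-free and DMSO wells.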
Active calls of the source: *; ? = inconclusive; . = no result given; [ ] = another dose, or the depositor's remark. Unless noted, calls follow the shape of the dose curve; as a rule, active = well fitted curve in the direction sought with a large enough effect; inconclusive = small, poorly fitted or top-dose-only effect, or another doubt; inactive = no such curve, though single readings can be large; an effect the other way counts as inactive or inconclusive. These rows are one share of the data; rates above refer to the full screens.

SMILES	Pol beta inh	Pol eta inh	ALOX12 inh	RGS4 inh	ERG-DNA inh	Apoferritin bind	POLK inh	APE1 inh	LDHA inh
Cc1cc(C(=O)N2CCC(C(=O)O)CC2)c(C)o1	34%	-12%	215%[activator]	9%	-7%	0%	-12%	4%	-1
COc1ccc(-c2cn3cccnc3n2)cc1NC(=O)Cc1ccccc1	0%	-9%	-22%	-19%	1%	14%	-4%[60.1 µM]	.	4
Cn1c(=O)n(C)c2cc(/C=C(/C#N)C(=O)NCc3ccco3)ccc21	16%	-14%	40%[activator]	-25%	9%	-5%	2%	5%	0
Cc1cccc(CN2CCc3c([nH]c4ccccc34)C2CC(C)C)n1 (stereo not given)	9%	-11%	4%	-11%	-11%	90%[activator]	-9%	12%	-4
O=C(O)COc1ccccc1/C=N/NC(=O)c1cc(-c2ccc(F)cc2)nc2ccccc12	-4%	0%	-11%	24%	-2%	-6%	-18%	0%	-5
O=C(Nc1cccc(/C=C/c2ccccn2)c1)c1ccc(-n2cncn2)cc1	.	-18%	.	-5%	0%	.	-1%	6%	-4
CCOC(=O)N1CCC(Nc2ccc3nnc(-c4ccccc4)n3n2)CC1	?	-17%	2%	23%	2%	-4%	-6%	?	-7
CCn1cc(C(=O)NCCc2ccc(OC)c(OC)c2)c(=O)c2cc(S(=O)(=O)N3CCCCCC3)ccc21	3%	-16%	-25%	-16%	6%	1%	4%	.	-1
COCCCNC(=S)N1CCN(C(=O)C(=O)Nc2ccc(C(=O)OC)cc2)CC1	9%	-7%	1%	-11%	11%	-9%	-4%	-8%	-7
Cc1cccc(NC(=O)Cc2noc3ccccc23)c1C	37%	-1%	-12%	16%	1%	0%	-15%	-3%	-4
CN1CCN(C(=O)C2=C[C@@H](c3ccc(C(F)(F)F)cc3)C[C@@H](OCCCCO)O2)CC1	-16%	-20%	0%	-10%	-6%	-12%	-10%	-3%	-6
CCN(Cc1ccccc1)S(=O)(=O)c1ccc(C(=O)N(CCCN(C)C)c2nc3ccc(F)cc3s2)cc1	22%	-18%	?	-26%	9%	-21%	9%	-3%	2
CCc1cccc(C)c1NC(=O)CSc1nnc(CCCOc2ccc(Cl)cc2Cl)n1C	2%	-22%	19%	?	0%	-9%	-11%	1%	-3
Cc1cc(NS(=O)(=O)c2ccc(NC(=O)/C=C/c3ccc(C)o3)cc2)nc(C)n1	9%	45µM*	-12%	-105%[56.9 µM]	-4%	-19%	-33%	-8%	3
Cc1ccccc1C(=O)c1cccn1CC(=O)N1CCCCCC1	10%	-10%	-21%	-20%	-9%	-7%	0%	-5%	-4
O=C(NNc1nc2cc3c(cc2s1)OCO3)c1ccc(F)cc1	7%	-11%	-26%	8%	3%	-8%	-20%	-1%	3
O=C(CN1CCN(c2ccc(F)cc2)CC1)Nc1ccccc1C(=O)NCCc1ccccc1	.	-23%	15%	-21%	0%	.	-18%	-17%	1
Cc1nnc2c(N3CCN(c4ccccc4F)CC3)nc3ccccc3n12	23%	2%	-25%	0%	5%	-9%	-15%	.	-12
CN1CCC(=C2c3ccccc3C=Cc3ccccc32)CC1	-27%	-19%	?	?	-27%	-18%	-18%[60.1 µM]	11%	-7
COc1ccc(OC)c(CNC(=O)Cc2c(C(=O)O)[nH]c3ccc(Cl)cc23)c1	15%	-4%	-11%	?	-1%	-6%	-13%	5%	-15
O=C(NC(=S)Nc1ccc(N2CCOCC2)cc1)c1cccc([N+](=O)[O-])c1	-20%	-14%	-8%	-2%	-23%	1%	-12%	-5%	-9
CCOC(=O)c1cn(-c2ccccc2)nc1-c1ccncc1	10%	-3%	0%	-8%	-3%	-12%	0%	-7%	-2
Cc1c(NC(=O)C(C)OC(=O)c2ccc(NC(=O)CC#N)cc2)c(=O)n(-c2ccccc2)n1C (stereo not given)	.	-16%	-11%	-36%	12%	.	-3%	-7%	-5
COc1ccc(C(=O)NCc2nnc(SCC(=O)c3ccc(F)cc3)n2C)cc1OC	.	-3%	-18%	-12%	5%	.	-1%	11%	-10
COc1cc(C(=O)OCC(=O)NCc2ccc(F)cc2)cc(NC(=O)c2cccs2)c1OC	19%	1%	-1%	10%	-22%	3%	-5%	19%	-6
O=C(Cn1cccc1C(=O)c1ccccc1)NCCCN1CCOCC1	4%	-18%	6%	8%	-13%	-8%	0%	-5%	-4
CN(CC(=O)Nn1cnnc1)S(=O)(=O)c1ccccc1	24%	-10%	0%	-21%	-9%	-6%	-8%	1%	-8
CSCC[C@H](N)C(=O)N1CCC(C(=O)N[C@H](C)C(=O)NC(C)c2ccccc2)CC1 (stereo not given in full)	18%	-7%	20%	18%	3%	-13%	11%	13%	-3
CCn1c(SCC(=O)Nc2nc(C)c(C)s2)nnc1-c1cccs1	1%	1%	0%	13%[11.4 µM]	-1%	-5%	-10%	0%	-9
Oc1c(C(c2ccc(Cl)cc2Cl)N2CCN(c3ccccc3)CC2)sc2nc(-c3ccco3)nn12 (stereo not given)	8%	-13%	-23%	-1%	-10%	-23%	-6%[60.1 µM]	.	0

Part of the list above in a different format:
structure: COc1cc(C(=O)OCC(=O)NCc2ccc(F)cc2)cc(NC(=O)c2cccs2)c1OC
  Pol beta inh: 19%; Pol eta inh: 1%; ALOX12 inh: -1%; RGS4 inh: 10%; ERG-DNA inh: -22%; Apoferritin bind: 3%; POLK inh: -5%; APE1 inh: 19%; LDHA inh: -6
structure: O=C(Cn1cccc1C(=O)c1ccccc1)NCCCN1CCOCC1
  Pol beta inh: 4%; Pol eta inh: -18%; ALOX12 inh: 6%; RGS4 inh: 8%; ERG-DNA inh: -13%; Apoferritin bind: -8%; POLK inh: 0%; APE1 inh: -5%; LDHA inh: -4
structure: CN(CC(=O)Nn1cnnc1)S(=O)(=O)c1ccccc1
  Pol beta inh: 24%; Pol eta inh: -10%; ALOX12 inh: 0%; RGS4 inh: -21%; ERG-DNA inh: -9%; Apoferritin bind: -6%; POLK inh: -8%; APE1 inh: 1%; LDHA inh: -8
structure: CSCC[C@H](N)C(=O)N1CCC(C(=O)N[C@H](C)C(=O)NC(C)c2ccccc2)CC1 (stereo not given in full)
  Pol beta inh: 18%; Pol eta inh: -7%; ALOX12 inh: 20%; RGS4 inh: 18%; ERG-DNA inh: 3%; Apoferritin bind: -13%; POLK inh: 11%; APE1 inh: 13%; LDHA inh: -3

The list continues:
SMILES	Pol beta inh	Pol eta inh	ALOX12 inh	RGS4 inh	ERG-DNA inh	Apoferritin bind	POLK inh	APE1 inh	LDHA inh
Cc1ccc(Cl)cc1NC(=O)COC(=O)C1CCCC1	-1%	-22%	445%[activator]	-11%	-5%	?	-11%	-2%	-4
COc1ccc(-c2cc(NCc3ccc(F)cc3)n3cnnc3n2)cc1	-11%	-11%	-18%	-31%	0%	-7%	-5%	.	-16
COc1ccc(NC(=O)CCn2nc(-c3ccc(Cl)cc3)c3ccccc3c2=O)cc1	32%	-2%	-9%	15%	-15%	-10%	-21%	.	-2
Cc1cccc(NC(=O)CNC(=O)CN2C(=O)NC(C)(CCC(C)C)C2=O)c1C (stereo not given)	.	-18%	11%	-32%	12%	.	4%	.	-3
COc1cc(C#Cc2c(-c3cncn3C)n(C)c3ccc(-c4cnc(N5CCOCC5)nc4)cc23)cc(OC)c1	.	-12%	7%	4%	17%	.	-22%	19%	-2
COc1ccc(C(C(=O)NC2CCCC2)N(C(=O)c2ccco2)c2ccc3c(c2)OCO3)cc1OC (stereo not given)	53%	-5%	8%	-10%	-10%	-19%	-8%	-1%	-3
O=C(/C=C/c1cc2c(cc1Br)OCO2)NCc1ccc(Cl)cc1	31%	-9%	-24%	?	-9%	-10%	-4%	11%	1
CN(Cc1ccccc1F)c1ccc(S(=O)(=O)N2CCCC2)cn1	7%	-8%	12%	13%	5%	-19%	-6%	-4%	-6
C=C(C)CN1C(=O)c2ccccc2C1=O	5%	-3%	3%	6%	.	?	-8%	0%	-1
O=C(CSc1nnc(-c2ccco2)n1CC1CCCO1)c1ccc(F)cc1 (stereo not given)	26%	-2%	-15%	-27%[11.4 µM]	-10%	-19%	-10%	-1%	-5

Pol eta inh: what is marked active above
| compound | Pol beta inh | Pol eta inh | ALOX12 inh | RGS4 inh | ERG-DNA inh | Apoferritin bind | POLK inh | APE1 inh |
| --- | --- | --- | --- | --- | --- | --- | --- | --- |
| Cc1cc(NS(=O)(=O)c2ccc(NC(=O)/C=C/c3ccc(C)o3)cc2)nc(C)n1 | 9% | 45µM* | -12% | -105%[56.9 µM] | -4% | -19% | -33% | -8% |
